Siah-1 displacement: blockers of Siah-1 interaction with plectin peptide – biochemical, fluorescence polarization, rhodamine-plectin, uHTS, primary screen (AID 1817); Siah-1 / rhodamine-plectin peptide fluorescence polarization; higher % means a stronger effect; 0.02% of 290,000 active; displacement, % at 20 µM, or IC50 in µM where a hit was titrated;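 active means displacement of at least 50% at 20 µM, with a fluorescence ratio check between 0.3 and a set limit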;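 further: plate controls were Siah plus tracer with DMSO for no effect and tracer alone without Siah for full effect; strong numbers were not always called active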
XIAP antagonists: small molecules displacing peptide from XIAP – biochemical, IAP family, fluorescence polarization (AID 1018); XIAP BIR domain, fluorescence polarization peptide displacement; higher % means a stronger effect; one-dose displacement, % at 20 µM; IC50 in µM for titrated hits; 0.007% of 200,000 active; in the data active means displacement above about 50%; further: a part of the inactive calls stands beside numbers as strong as those of hits
LYP inhibition: PTPN22 lymphoid phosphatase activity blockers – biochemical, fluorescence intensity, uHTS (AID 1779). 0.054% of 290,000 active. recombinant LYP phosphatase, fluorescence intensity; higher % means a stronger effect. inhibition, % at 11.5 µM, or IC50 in µM where a hit was titrated;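 further: plate controls were vehicle with enzyme for no effect and no enzyme for full effect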
M1AAP inhibition: malaria alanyl aminopeptidase activity blockers – biochemical, fluorogenic H-Leu-NHMec substrate, 1536-well (AID 1445) | recombinant M1AAP, H-Leu-NHMec fluorogenic kinetic assay; higher % means a stronger effect | inhibition, % at 30 µM, or IC50 in µM where a hit was titrated | 0.42% of 220,000 active;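 active means primary inhibition above the hit cutoff, then over 50% inhibition at one or more dose response concentrations, cut at about 23% in these data, passing the limit was not always enough; inconclusive means conflicting primary data, or primary hits not chosen for dose response; inactive means low primary inhibition, or under 50% at every dose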;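 further: plate controls were DMSO full reaction for no effect and no enzyme background for full effect; strong numbers were not always called active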
Hep lipid drop: hepatic lipid droplet formation modulation; inhibition, % at 6.5 µM; 0.4% of 240,000 active; AML12 mouse hepatocytes, oleate lipid droplets, BODIPY imaging;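 active means lipid droplet intensity inhibited by at least 50%, with more than 500 cells counted; inconclusive means wells with under 300 cells, treated as cytotoxic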
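System: AML12 hepatocytes (mouse). Probe or stimulus: oleic acid at 100 µM to induce lipid droplet formation. Times: overnight treatment with compound plus oleate. Detection: Image-based BODIPY and DAPI two-channel analysis. Evaluation: percent inhibition of filter-corrected integrated lipid droplet intensity per well.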
M17LAP inhibition: P. falciparum M17LAP inhibitors, primary screen, biochemical, fluorogenic H-Leu-NHMec substrate, 1536-well (AID 1619); recombinant M17LAP, H-Leu-NHMec fluorogenic kinetic assay; higher % means a stronger effect; inhibition, % at 30 µM, or IC50 in µM where a hit was titrated; 0.38% of 220,000 active;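 active means compound inhibiting the enzyme by more than half at any dose during confirmatory dose-response retesting; inconclusive means strong single-dose inhibitors picked by rank but not retested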;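 further: plate controls were full reaction with DMSO carrier for no effect and no enzyme background for full effect; strong numbers were not always called active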
AID2073: disruptors of CaV2.2 binding to Mint1 – biochemical, HTRF (AID 2073); inhibition, % at 20 µM, or IC50 in µM where a hit was titrated; HTRF protein-protein interaction, Mint1-CaV2.2; higher % means a stronger effect; 0.19% of 290,000 active; in the data active means inhibition mostly above about 51%, no sharp cut-off; inconclusive means no clear call, values can overlap the other calls; inactive means mostly below about 53%; further: some results filed as inactive read as strong as hits
CSM14.1 death rescue: rescue of cells from ER stress-induced death, primary screen, 384-well, CSM14.1, thapsigargin, ATP luminescence (AID 1222). CSM14.1 thapsigargin-induced death rescue, ATP luminescence; higher % means a stronger effect. cellular ATP content (survival), % at 20 µM, or EC50 in µM where a hit was titrated. 190,000 tested, under 10 active;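 active means EC50 below 50 µM in the dose-response confirmation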;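 further: death triggered by thapsigargin at about 15 µM added after 2 h compound pretreatment; cell ATP read after overnight thapsigargin exposure of roughly 18 to 22 hours; normalized against plate controls of thapsigargin alone and 5% DMSO vehicle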
NOD2 inhibition: inhibition of NOD2-driven NF-kB reporter – cell-based, luminescence, uHTS, HEK293 (AID 1566) | HEK293 NOD2/NF-kB luciferase reporter, luminescence; higher % means a stronger effect | inhibition, % at 4 µM, or EC50 in µM where a hit was titrated | 0.63% of 290,000 active; further: many of its hits are not listed in these tables
Hep lipid drop cells 6.5 µM: also measured in Hep lipid drop; calls as there; cell count; measured here: cell count, cytotoxicity flag;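 cells counted across two imaged fields per well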
Active calls of the source: *; u = inconclusive; x = no result given. Unless noted, no stated cut-off is given here; in the data, active means inhibition above about 50%; inactive means the rest. These rows are one share of the data (hit frequency here may not be typical).

SMILES | Siah-1 displacement | XIAP antagonists | LYP inhibition | M1AAP inhibition | Hep lipid drop | Hep lipid drop cells 6.5 µM | M17LAP inhibition | AID2073 | CSM14.1 death rescue | NOD2 inhibition
O=C(NCCCN1CCOCC1)C(=O)NCc1ccc(Cl)cc1 | 2% | -0.8% | -5% | 6% | 13 | 726 | -3% | 0% | -1.4% | 6%
O=C(CCc1nc(-c2ccccc2F)no1)NC1CCN(Cc2ccccc2)CC1 | -4% | -1.6% | -8% | -2% | x | x | -18% | 4% | 0.3% | -10%
CCN(CC)C(=O)N1CCC(NC(=O)c2ccccc2)CC1 | 2% | -7.7% | 4% | -5% | x | x | 2% | 3% | -0.1% | -2%
O=C1c2cccc3cccc(c23)C(=O)N1CCN1CCN(CC(O)COc2ccccc2)CC1 (stereo unspecified) | -5% | 22% | -5% | 9% | -24 | 483 | 1% | -1% | -1.9% | -17%
CC(C)CC(=O)NCCc1ccncc1 | 0% | -3.6% | -14% | -7% | 14 | 806 | -10% | -2% | -0.2% | 12%
O=C(COc1ccccc1)Nc1nc(-c2ccncc2)cs1 | 2% | x | -6% | x | 12 | 832 | x | -16% | x | 30%
COc1ccc2c(c1)-c1nc(NC(=O)c3cccs3)sc1CC2 | -1% | -4.5% | 2% | 1% | x | x | 1% | 3% | -0.7% | -20%
Cc1ccc(C)c(-n2c(SCC(=O)Nc3nnc(C)s3)nnc2-c2ccoc2C)c1 | 0% | 1.5% | 0% | 7% | x | x | 22% | -2% | -1.5% | -5%
C=CCn1c(C23CC4CC(CC(C4)C2)C3)n[nH]c1=S | 2% | x | -9% | x | x | x | x | 24% | x | 8%
CCOc1ccc(CCNC(=O)Cc2nn[nH]n2)cc1OCC | -1% | -3.3% | -6% | -2% | 19 | 795 | -23% | 0% | -0.1% | 11%
COc1cccc(C2c3c(C)nn(-c4ccc([N+](=O)[O-])cc4)c3N=C3C(=O)Nc4ccccc4N32)c1 (stereo unspecified) | -10% | -5.6% | 6% | 5% | -12 | 645 | -1% | 16% | -1.8% | 6%
COc1ccc(-c2cn(-c3ccc(C)cc3)c(=O)n2CC(=O)Nc2ccc(OC)cc2OC)cc1 | -2% | -7.1% | 6% | 7% | 6 | 786 | 16% | -1% | -0.8% | -7%
CCCn1c2ccccc2c2cnn(CC(=O)NCCCN3CCCCC3)c(=O)c21 | -2% | x | -6% | x | -2 | 682 | x | u | x | 11%
O=C(Cc1ccccc1)Nc1ccccc1C(=O)N1CCCCCC1 | -2% | -0.8% | -7% | 1% | 1 | 685 | 0% | 20% | 0.2% | -2%
Cc1ccc2occ(/C=C/C(=O)O)c(=O)c2c1 | 3% | -3.0% | -8% | -2% | x | x | -1% | -2% | -1.5% | -1%
Cc1cc(C)c(OCC(=O)N/N=C/c2ccc3c(c2)OCO3)c(C)c1 | 9% | -8.0% | -3% | 0% | -7 | 578 | 4% | 4% | -2.2% | -17%
CCOC(=O)C(C(=O)OCC)C(C(=O)OCC)N1CCOCC1 (stereo unspecified) | 0% | -3.9% | -8% | 4% | -6 | 823 | -2% | 31% | -2.1% | 1%
COc1ccc2cc(CCNS(=O)(=O)c3c(C)cc(C)cc3C)c(=O)[nH]c2c1 | 5% | x | -2% | x | -40 | 779 | x | -5% | x | 8%
O=C(CSc1nc(-c2ccccc2)ns1)NCC1CCCO1 (stereo unspecified) | 1% | x | -10% | x | -2 | 694 | x | -8% | x | 4%
Cc1ccc(NC(=O)CCN2C(=O)c3ccccc3Sc3ncccc32)cc1 | -4% | x | -3% | x | -44 | 710 | x | 7% | x | 2%
CCN(CC)CCNC(=O)c1ccc(NC(=O)c2ccc(Cl)c(S(=O)(=O)N3CCCCCC3)c2)cc1 | -2% | x | -5% | -1% | -6 | 679 | 5% | 21% | x | 17%
O=C(NN1CCOCC1)c1cccc(COc2cccc(Br)c2)c1 | 2% | -8.7% | -4% | 2% | 15 | 671 | 4% | -6% | -0.3% | -15%
CCOC(=O)C(=O)Nc1cc([N+](=O)[O-])ccc1C | 0% | -2.5% | -3% | 2% | -4 | 578 | 1% | -8% | 1.6% | 22%
CCN(C(=O)COC(=O)CNC(=O)C12CC3CC(CC(C3)C1)C2)C1CCS(=O)(=O)C1 (stereo unspecified) | -1% | -3.8% | -8% | 1% | -23 | 531 | 14% | 3% | 6.4% | -7%
CC(=O)Nc1ccccc1C(=O)C(=O)Nc1ccc(C(=O)NCC2CCCO2)cc1 (stereo unspecified) | -1% | -4.9% | -2% | -5% | 14 | 670 | 10% | -1% | -0.7% | 0%
CCOC(=O)c1sc(NC(=O)CSc2nnc(C(C)C)n2CC)nc1C | 2% | -2.4% | -8% | 5% | x | x | 8% | 2% | -1.3% | 9%
CCOc1ccccc1C1C(C#N)=C(N)Oc2cc(C)n(C)c(=O)c21 (stereo unspecified) | 6% | -3.3% | 0% | 2% | 4 | 613 | -2% | -3% | -1.3% | 6%
O=C(Cn1c(=O)[nH]c2ccccc2c1=O)Nc1ccc2c(c1)OCO2 | -1% | x | -9% | x | -2 | 692 | x | 7% | x | -4%
O=C(/C=C/c1ccc(Br)cc1)c1ccc(NC2=NCCCS2)cc1 | -6% | -2.0% | -2% | 2% | -17 | 609 | 0% | 6% | -1.7% | -25%
Cc1ccc(C)c(/C=C(\C(=O)O)c2ccc(S(=O)(=O)N3CCCCC3)s2)c1 | 2% | -4.7% | -3% | 15% | -6 | 667 | 12% | 56% | 0.7% | 22%
Cc1ccc(-c2noc(CCC(=O)NCC3CCCO3)n2)cc1 (stereo unspecified) | 0% | -1.9% | 0% | 1% | 5 | 751 | 8% | -11% | -1.2% | 17%
CCc1ccc(NC(=O)C2CCN(S(=O)(=O)c3ccc4c(c3)NC(=O)CO4)CC2)cc1 | 13% | x | -8% | x | -2 | 712 | x | 10% | x | 12%
Clc1nc2sccn2c1/C=N/n1cnc2ccccc21 | -2% | -0.9% | -6% | 4% | x | x | 16% | 2% | 1.0% | -99%
O=S(=O)(NC1CCCC1)c1cccc(-c2nnc(-c3ccccc3)o2)c1 | -4% | -5.7% | -8% | 19% | 0 | 780 | 18% | -2% | -1.6% | -6%
O=C(Cn1cnc2c(oc3ccccc32)c1=O)N1CCCC1 | 2% | -4.9% | -6% | 6% | 25 | 800 | 5% | -8% | -1.7% | -2%
CCn1c2ccccc2c2nnc(SCc3ccccc3)nc21 | 18% | -2.2% | -3% | 7% | -56 | 663 | 1% | 15% | x | 15%
O=C(CN1C(=O)NC2(CCCCC2)C1=O)N1CCc2ccccc2C1 | -3% | -6.7% | -5% | 2% | -2 | 650 | 4% | -2% | -0.6% | 5%
O=C(c1ccc(NS(=O)(=O)c2ccccc2)cc1)N1CCCC1 | -5% | -3.1% | -3% | 0% | 6 | 786 | -10% | -4% | 5.5% | 4%
Cc1ccc2c(-c3csc(N)n3)c[nH]c2c1 | 0% | x | -1% | x | -20 | 835 | x | -8% | x | -7%
O=C(COc1cccc2cccnc12)N/N=C/c1ccccc1O | 14% | x | 1% | -3% | -1 | 680 | 31% | 24% | x | 14%

Random excerpt: 2 entries already listed, in no set order.
SMILES | Siah-1 displacement | XIAP antagonists | LYP inhibition | M1AAP inhibition | Hep lipid drop | Hep lipid drop cells 6.5 µM | M17LAP inhibition | AID2073 | CSM14.1 death rescue | NOD2 inhibition
Cc1ccc(C)c(/C=C(\C(=O)O)c2ccc(S(=O)(=O)N3CCCCC3)s2)c1 | 2% | -4.7% | -3% | 15% | -6 | 667 | 12% | 56% | 0.7% | 22%
Cc1ccc(-c2noc(CCC(=O)NCC3CCCO3)n2)cc1 (stereo unspecified) | 0% | -1.9% | 0% | 1% | 5 | 751 | 8% | -11% | -1.2% | 17%

The listing continues:
SMILES | Siah-1 displacement | XIAP antagonists | LYP inhibition | M1AAP inhibition | Hep lipid drop | Hep lipid drop cells 6.5 µM | M17LAP inhibition | AID2073 | CSM14.1 death rescue | NOD2 inhibition
C(=C\c1ccccc1)/C=N/Nc1ccc2nncn2n1 | -6% | x | -3% | 2% | 6 | 685 | -2% | 36% | x | 4%
O=C1CC(c2cccc(Br)c2)c2cc3c(cc2N1)CCC3 (stereo unspecified) | 0% | -1.5% | -6% | 2% | x | x | 6% | -1% | -2.5% | -27%
CCN(CC(=O)Nc1ccc(C(=O)OC)cc1)C1CCCCC1 | -5% | x | -3% | x | -12 | 834 | x | 4% | x | -3%
O=C(N/N=C/c1ccc(-c2ccc(Br)cc2)o1)c1ccc2c(c1)OCO2 | 5% | -1.7% | -1% | 3% | 1 | 665 | 2% | 23% | -1.3% | 1%

Compounds from the list above containing four or more nitrogen atoms (ten):
SMILES | Siah-1 displacement | XIAP antagonists | LYP inhibition | M1AAP inhibition | Hep lipid drop | Hep lipid drop cells 6.5 µM | M17LAP inhibition | AID2073 | CSM14.1 death rescue | NOD2 inhibition
O=C(CCc1nc(-c2ccccc2F)no1)NC1CCN(Cc2ccccc2)CC1 | -4% | -1.6% | -8% | -2% | x | x | -18% | 4% | 0.3% | -10%
Cc1ccc(C)c(-n2c(SCC(=O)Nc3nnc(C)s3)nnc2-c2ccoc2C)c1 | 0% | 1.5% | 0% | 7% | x | x | 22% | -2% | -1.5% | -5%
CCOc1ccc(CCNC(=O)Cc2nn[nH]n2)cc1OCC | -1% | -3.3% | -6% | -2% | 19 | 795 | -23% | 0% | -0.1% | 11%
COc1cccc(C2c3c(C)nn(-c4ccc([N+](=O)[O-])cc4)c3N=C3C(=O)Nc4ccccc4N32)c1 (stereo unspecified) | -10% | -5.6% | 6% | 5% | -12 | 645 | -1% | 16% | -1.8% | 6%
CCCn1c2ccccc2c2cnn(CC(=O)NCCCN3CCCCC3)c(=O)c21 | -2% | x | -6% | x | -2 | 682 | x | u | x | 11%
CCN(CC)CCNC(=O)c1ccc(NC(=O)c2ccc(Cl)c(S(=O)(=O)N3CCCCCC3)c2)cc1 | -2% | x | -5% | -1% | -6 | 679 | 5% | 21% | x | 17%
CCOC(=O)c1sc(NC(=O)CSc2nnc(C(C)C)n2CC)nc1C | 2% | -2.4% | -8% | 5% | x | x | 8% | 2% | -1.3% | 9%
Clc1nc2sccn2c1/C=N/n1cnc2ccccc21 | -2% | -0.9% | -6% | 4% | x | x | 16% | 2% | 1.0% | -99%
CCn1c2ccccc2c2nnc(SCc3ccccc3)nc21 | 18% | -2.2% | -3% | 7% | -56 | 663 | 1% | 15% | x | 15%
C(=C\c1ccccc1)/C=N/Nc1ccc2nncn2n1 | -6% | x | -3% | 2% | 6 | 685 | -2% | 36% | x | 4%
